INS-1E GSIS act: GLuc luminescence reporter in INS-1E cells, primary screen for activators of glucose-dependent secretion of insulin; INS-1E GLuc reporter insulin secretion, 2-3 h; activation, % at 16.6 µM; 370,000 compounds, 0.61% hits; AID 743287;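 active means lowest replicate activation of at least 40%, so every replicate reaches that level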;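 further: 0% = median of neutral control wells and 100% = median of IBMX positive control wells; some compounds called inactive have numbers as strong as hits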
FN deposit inh: fibronectin deposition inhibition. AH1F fibroblasts, Alexa488-fibronectin deposition fluorescence, overnight. inhibition, % at 12.6 µM. 350,000 compounds, 0.086% hits;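 active means mean inhibition across replicates of 30% or more, regardless of how many single replicates reach that level; inconclusive means mean under 30% yet at least half of replicates reach 30%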;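 further: positive control wells lacked labelled fibronectin entirely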
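test system = AH1F fibroblasts assembling fluorescent fibronectin matrix | quantity = 10000 AH1F cells per well | buffer or medium = DMEM plus 2% serum, read in PBS | doses = single dose, pinned | incubation = 1 h cell attachment, overnight exposure to compound and label | detection = fluorescence at 485 nm excitation, 525 nm emission | read-out basis = inhibition from reduced deposited-fibronectin fluorescence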
miR-122 sensor: inhibitors of miR-122 in Huh7 cells | 340,000 compounds, 0.3% hits | activation (reporter increase), % at 12.5 µM | AID 602342 | Huh7 miR-122 Renilla luciferase sensor, 48 h; neutral wells = 0, positive control = 100;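 active means mean replicate activation score at least 90 and every replicate individually at or above 90; inconclusive means only one of the two criteria met; inactive means neither criterion met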;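 further: higher luciferase means less miR-122 activity so hits act as miR-122 inhibitors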
Cneo AK release: causes C. neoformans cell lysis | AID 651654 | 360,000 compounds, 0.2% hits | adenylate kinase release luminescence, 4 h; normalised: neutral wells 0, clomiphene wells 100 | lysis activity, % at 15 µM;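 active means mean lysis activity across replicates of at least 80%, whatever share of replicates individually reach that level; inactive means mean lysis activity below 80%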
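Material – log-phase Cryptococcus neoformans yeast cells · Input – 5 × 10^6 yeast cells/mL · Medium – fresh YPD growth medium · Doses – single compound concentration per well · Timing – static 4 h at 37 °C with compound, 1 h detection · Detection – adenylate kinase release luminescence · Read-out – signal increase indicating cell lysis · Control set – Clomiphene as positive lysis control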
PglD inh: blocks C. jejuni PglD acetyltransferase activity | purified PglD enzyme, DTNB colorimetric CoA detection | AID 602405 | inhibition, % at 12.5 µM | 360,000 compounds, 0.098% hits; in the data active means inhibition above about 16%, passing the limit was not always enough; inconclusive means no clear call, values can overlap the other calls; further: strong numbers were not always called active
PGC1a acetyl inh: modulators of PGC1a acetylation; 350,000 compounds, 0.17% hits; inhibition, % at 15.6 µM; U2OS PGC1a acetylation, AlphaScreen anti-acetyl-lysine; with virally co-expressed GCN5 acetyltransferase; AID 651687;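 active means every replicate shows inhibition of at least 40%; inconclusive means mean inhibition at least 40% but some replicate below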;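 further: 0% = neutral control wells and 100% = positive control wells; some results beyond the cut were filed as inactive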
C2C12 statin: suppressors of simvastatin-induced myotoxicity in C2C12 myotubes | ATP luminescence, 48 h; scaled: DMSO 0, geranylgeraniol control 100 | rescue of ATP level, % at 7.49 µM | 330,000 compounds, 0.78% hits | AID 602340;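 active means mean ATP rescue above about 67%, or every replicate alone reaching that limit, limit read from the data, passing the limit was not always enough; inconclusive means no clear call, values can overlap the other calls; inactive means mean under the limit and some replicate under it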;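 further: myotubes were challenged with 10 µM simvastatin during compound exposure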
CFTR F508del cor: CFTR F508del correction in bronchial cells. CFBE cells, YFP halide quenching; stimulated with forskolin plus potentiator P3; % fluorescence drop versus neutral controls. activity (quench increase), % at 7.58 µM. 350,000 compounds, 0.36% hits. AID 720511;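 active means mean added fluorescence quench of at least 8% versus neutral control, with both replicates also reaching 8%; inconclusive means only one of the mean or replicate conditions met; inactive means mean below 8% and not both replicates reaching 8%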;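 further: cells transiently co-express mutant CFTR-F508del with the halide-sensitive YFP; corrector assay measuring rescue of mutant channel to the surface after 24 h compound exposure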
An asterisk follows results filed as active; ? = inconclusive; . = no result given; [ ] = dose if it differs, or a comment.

SMILES	INS-1E GSIS act	FN deposit inh	miR-122 sensor	Cneo AK release	PglD inh	PGC1a acetyl inh	C2C12 statin	CFTR F508del cor
Cc1ccc(S(=O)(=O)c2nnn3c2nc(N2CCN(c4ccccn4)CC2)c2ccccc23)cc1	.	2	1	1	-4	.	58	-1.8
COc1ccccc1C#Cc1ccc([C@H]2[C@@H](CO)N3CCCCN(C(=O)C4CCC4)C[C@@H]23)cc1	5	7	-9[16.7 µM]	2	-4	-7	55	-1.9
Cc1ccccc1-n1c(SCC(=O)N2CCC(C(=O)O)CC2)nnc1-c1ccncc1	8	-2	1	-1	.	-15	-5	-2.0
COc1ccc(NC(=O)CSc2nnc(-c3ccccn3)n2N)c(OC)c1	.	1	-7	-1	-3	2	1	.
COc1ccc(-c2ccc([C@H]3[C@@H](C#N)N(C(=O)C4CCC4)[C@@H]3CO)cc2)cc1	-1	2	.	-9	3	-3	2	-0.4
CNS(=O)(=O)c1ccc(OC)c(-c2nnc3c4ccccc4c(C)nn23)c1	.	.	3	-2	2	5	10	.
Cc1ccc(-c2nnn(CC(=O)NCC3CC3)n2)o1	.	1	5	1	0	13	.	.
Cn1c(SCc2ccccc2C#N)nc2ccccc2c1=O	2	6	-2	-2	4	5	-8	0.5
CCc1ccccc1NC(=O)c1cc2sccc2n1C	-12	0	-1	-3	5	4	.	-3.0
Cc1cc2c(cc3c(=O)n(CC(=O)NCCCN4CC(C)CC(C)C4)ncn32)s1 (stereo not drawn)	11	1	1	0	-6	-5	12	-2.3
COc1cccc(NC(=O)CN(C)CC(=O)NC(C)c2ccccc2)c1 (stereo not drawn)	-2	-11	-6	.	.	-3	15	-2.5
COc1ccccc1CNC(=O)N/C=C/c1ccc(Cl)cc1	0	3	-1	3	-1	-2	5	-2.6
Cc1ccc(S(=O)(=O)N2CCC[C@H]2C(=O)OCC(=O)Nc2ccc3c(c2)OCO3)cc1	-24	9	.	1	0	.	-1	-1.4
Cn1c(C(=O)O)c(CC(=O)NCC2COc3ccccc3O2)c2ccccc21 (stereo not drawn)	.	5	3	0	-4	-4	.	.
COc1ccc(C2C(C(C)=O)=C(C)Nc3ncnn32)cc1 (stereo not drawn)	4	-7	-3	0	-4	14	11	3.9
CC(C)(C)OC(=O)C[C@@H]1C/C=C\C[C@@H](CC(=O)N(CCO)Cc2ccccc2)C(=O)N[C@H](Cc2c[nH]c3ccccc23)COC1=O	11	-15	9	3	-2	2	10	0.3
C[C@@H]1CN([C@@H](C)CO)C(=O)c2cc(NC(=O)Nc3ccc(C(F)(F)F)cc3)ccc2O[C@@H]1CN(C)C(=O)Nc1cccc2ccccc12	0	.	-17[16.7 µM]	-1	-1	-7	-40	-0.2
Nc1ccc(-c2cc(NC=O)c3ncc(-c4cccc(C(F)(F)F)c4)n3c2)cn1	37	.	-9	-1	5	-13	6	0.4
COCCNS(=O)(=O)c1cc(-c2nn(C)c(=O)c3ccccc23)ccc1C	21	.	78	9	-10	-9	11	.
O=C(CCNS(=O)(=O)/C=C/c1ccccc1)NCCc1c[nH]c2ccccc12	-12	2	10	-3	-1	-5	12	3.5
CC(O)Cc1nsc(NC(=O)c2ccc(Br)o2)n1 (stereo not drawn)	.	1	-21	2	-2	.	1	.
CCOC(=O)N1CCN(C(=O)COc2ccc3ccccc3c2Br)CC1	-11	5	-4	0	-1	2	-1	0.7
O=C(C[C@@H]1CC[C@@H]2[C@H](COC[C@@H](O)CN2Cc2cccc(F)c2)O1)NCCc1ccncc1	-4	-7	-11[16.7 µM]	0	54	-5	-3	-1.9
COc1cc(/C=C/C(=O)OCC(=O)NCCc2ccc(S(N)(=O)=O)cc2)ccc1OCC#N	14	4	0	-1	-2	.	-9	-2.4
Cc1cc(C(=O)Nc2ccc(Nc3ccccc3)cc2)ccc1[N+](=O)[O-]	.	12	-1	-3	-2	10	-51	-3.9
The results go on.
SMILES	INS-1E GSIS act	FN deposit inh	miR-122 sensor	Cneo AK release	PglD inh	PGC1a acetyl inh	C2C12 statin	CFTR F508del cor
C[C@H](CO)N1C[C@H](C)[C@@H](CN(C)S(=O)(=O)c2ccsc2)OCc2ccccc2-c2ccccc2C1=O	-17	8	.	-1	6	0	-5	-0.5
Cn1cc(CNC(=O)C2CCC(=O)N(Cc3ccccc3F)C2)cn1 (stereo not drawn)	12	-2	-6	-2	0	.	0	1.1
C[C@@H]1CN([C@@H](C)CO)C(=O)c2cc(NC(=O)CCC(F)(F)F)ccc2O[C@H]1CN(C)C(=O)Nc1cccc2ccccc12	1	.	1[16.7 µM]	69	1	-33	15	0.3
C/C(=N/NC(=O)c1cc(C2CC2)[nH]n1)c1cccs1	13	6	3	-1	0	-16	16	.
COc1cc(-c2cnc3c(NC(C)=O)cc(-c4ccccc4CN(C)C)cn23)cc(OC)c1OC	-11	2	8	0	0	-50	-8	-3.0
C[C@@H]1CN([C@H](C)CO)C(=O)c2cccc(NC(=O)c3ccc(-c4nccs4)cc3)c2O[C@@H]1CN(C)C(=O)Nc1ccccc1	-3	.	14[16.7 µM]	59	-1	2	.	-0.9
COc1ccccc1C(OC(=O)c1ccco1)C(=O)NCc1ccc(F)cc1 (stereo not drawn)	27	-5	-3	1	-6	5	0	-1.9
Cn1nc(C(F)(F)F)c(-c2ccc(Br)cc2)c1NC(=O)C1CCC1C(=O)O (stereo not drawn)	12	2	-2	0	-1	1	.	-0.7
Cc1ccc(Cl)c(NC(=O)COC(=O)CNS(=O)(=O)/C=C/c2ccccc2)c1Cl	-26	.	-2	1	-1	-2	9	.
C[C@H]1CCCCO[C@H](CN(C)C(=O)CCC(F)(F)F)[C@@H](C)CN([C@@H](C)CO)C(=O)c2cc(NS(=O)(=O)c3ccccc3)ccc2O1	-9	.	6[16.7 µM]	7	-4	9	.	-1.1
C[C@@H]1CN([C@H](C)CO)C(=O)c2cccc(NS(=O)(=O)c3ccccc3)c2O[C@@H]1CN(C)Cc1ccc(C(=O)O)cc1	10	8	-4[16.7 µM]	1	3	8	-7	-0.3
COc1cccc(-c2ccc([C@@H]3[C@@H](CO)N4CCCCN(C(=O)c5ccc6c(c5)OCO6)C[C@H]34)cc2)c1	-21	.	4[16.7 µM]	43	2	-8	.	-3.7
COC(=O)[C@@]12CCCCN1[C@H](c1ccc(-c3ccc(F)cc3)cc1)[C@@H]1C(=O)N(C)C(=O)[C@@H]12	3	-2	-6	3	7	-11	-8	0.1
C[C@H](O)C#Cc1ccc2c(c1)O[C@@H](CN(C)C(=O)C1CC1)[C@H](C)CN([C@H](C)CO)S2(=O)=O	3	-7	3[16.7 µM]	8	3	3	-13	-1.2
COc1ccc(CSc2nnc(CNS(C)(=O)=O)o2)cc1	.	.	-8	6	2	4	-1	.
CC1C(=O)CCN(C(C)(C)C)C1C (stereo not drawn)	0	.	3	0	1	7	-5	.
CCOC(=O)C1CCN(C(=O)CSc2ccc(Br)cc2)CC1	17	-6	-1	.	.	?	.	2.5
Cc1ccc2c(c1)N(CCC(=O)NCC1CCCO1)C(=O)CO2 (stereo not drawn)	.	-4	-11	-1	-1	-9	-3	.
O=C(NCC(F)(F)F)[C@@H]1[C@@H](CO)[C@@H]2Cn3c(cccc3=O)[C@H]1N2C(=O)C1CCCC1	2	.	-3[16.7 µM]	-3	-4	-1	11	-3.8
O=C(N/C(=C\c1ccccc1)C(=O)N1CCOCC1)c1ccccc1Br	3	-14	0	-2	1	-26	-1	1.4
C=CCNC(=S)NCc1ccccc1OC	17	0	.	.	.	-4	.	2.4
CCc1nc2c(OCCC3CCCCC3)cccn2c1N(C)C(=O)c1ccco1	42*	.	-3	7	-3	16	-32	-2.3
C/C(CC1CC(C)(C)OC1=O)=N\NC(N)=S (stereo not drawn)	.	-2	0	4	-7	0	.	2.4
CC(=O)C1=C(O)C(=O)N(c2ccc(S(=O)(=O)Nc3nccs3)cc2)C1c1ccc(F)cc1 (stereo not drawn)	-4	-4	.	-1	-3	0	.	4.3
O=C(CN1N=C(c2ccccc2)CCC1=O)NCc1cccs1	-1	16	-1	.	.	19	.	-2.8
Continued.
SMILES	INS-1E GSIS act	FN deposit inh	miR-122 sensor	Cneo AK release	PglD inh	PGC1a acetyl inh	C2C12 statin	CFTR F508del cor
O=C(c1ccco1)N1CCN(Cc2c(Cl)cccc2Cl)CC1	-2	4	-3	-1	-2	5	-9	0.3
c1ccc2oc(NC3=NCN(C4CCCCC4)CN3)nc2c1	6	-1	-4	2	5	8	.	1.2
COCC(=O)N(C)C[C@H]1Oc2cc(-c3ccc(OC)cc3)ccc2S(=O)(=O)N([C@H](C)CO)C[C@H]1C	-7	.	-14[16.7 µM]	0	0	-1	32	1.2
Clc1ccc(/C=N/Nc2nc(Cl)nc3ccccc23)cc1	.	3	37	-1	0	-9	-6	.
CCOC(=O)/C(=N\Nc1ccccc1Cl)N(C)C1CCS(=O)(=O)C1 (stereo not drawn)	3	5	.	.	.	-11	.	1.1
O=C(CN1CCOCC1)N1CCCCN2[C@H](C1)[C@@H](c1ccc(-c3ccccc3F)cc1)[C@@H]2CO	15	.	6[16.7 µM]	-2	-8	-6	-7	-3.1
O=C(COc1ccc(Cl)c2cccnc12)N1CCOCC1	3	-5	-2	-1	-2	5	3	-2.8
CSc1ccc(CN(C)C(=O)c2cc(=O)[nH]c3ccccc23)cc1	38	-1	-1	-2	-3	.	4	-0.2
CC[C@]12c3[nH]c4ccccc4c3CCN1C(=O)C(CC(=O)NCCc1ccccn1)C[C@@H]2C(=O)N1CCN(C(=O)c2ccco2)CC1 (stereo partly drawn)	.	-2	.	-1	-2	.	-1	-0.8
C[C@@H]1CN([C@H](C)CO)C(=O)c2cccc(NC(=O)Nc3ccc(F)cc3)c2O[C@@H]1CN(C)C(=O)Nc1cccc2ccccc12	-12	.	1[16.7 µM]	1	-2	5	50	1.1
O=c1c2ccccc2sn1-c1ccc(S(=O)(=O)N2CCCCC2)cc1	3	.	0	2	-3	1	17	.
COc1ccc2nc(NC(=O)c3ccccc3O)sc2c1	16	-2	2	-7	-11	.	-4	-3.1
CN(C)S(=O)(=O)c1cccc(C(=O)Nc2cccnc2)c1	45	.	1	2	13	5	-2	.
C[C@@H]1CCCCO[C@@H](CN(C)C(=O)Nc2ccc(F)cc2)[C@H](C)CN([C@H](C)CO)C(=O)c2cc(NS(=O)(=O)c3ccc(F)cc3)ccc2O1	-33	-11	-8[16.7 µM]	-2	-2	-2	.	0.3

In a second layout: results already given.
SMILES | INS-1E GSIS act | FN deposit inh | miR-122 sensor | Cneo AK release | PglD inh | PGC1a acetyl inh | C2C12 statin | CFTR F508del cor
C[C@@H]1CN([C@H](C)CO)C(=O)c2cccc(NC(=O)Nc3ccc(F)cc3)c2O[C@@H]1CN(C)C(=O)Nc1cccc2ccccc12 | -12 | . | 1[16.7 µM] | 1 | -2 | 5 | 50 | 1.1
O=c1c2ccccc2sn1-c1ccc(S(=O)(=O)N2CCCCC2)cc1 | 3 | . | 0 | 2 | -3 | 1 | 17 | .
COc1ccc2nc(NC(=O)c3ccccc3O)sc2c1 | 16 | -2 | 2 | -7 | -11 | . | -4 | -3.1
CN(C)S(=O)(=O)c1cccc(C(=O)Nc2cccnc2)c1 | 45 | . | 1 | 2 | 13 | 5 | -2 | .
